Mtb UGM inh – M. tuberculosis UGM enzyme inhibitors, primary screen, biochemical, fluorescence polarization, single point; purified UGM, fluorescence polarization probe displacement; AID 504406, 2011; 320,000 tested, 0.06% active; UDP-galactopyranose mutase (Mycobacterium tuberculosis (strain ATCC 25618 / H37Rv)), …; inhibition, % at 10 µM; in the data active means inhibition above about 10%, passing the limit was not always enough; inconclusive means no clear call, values can overlap the other calls
Target sequence (P9WIQ1 whole entry, looked up): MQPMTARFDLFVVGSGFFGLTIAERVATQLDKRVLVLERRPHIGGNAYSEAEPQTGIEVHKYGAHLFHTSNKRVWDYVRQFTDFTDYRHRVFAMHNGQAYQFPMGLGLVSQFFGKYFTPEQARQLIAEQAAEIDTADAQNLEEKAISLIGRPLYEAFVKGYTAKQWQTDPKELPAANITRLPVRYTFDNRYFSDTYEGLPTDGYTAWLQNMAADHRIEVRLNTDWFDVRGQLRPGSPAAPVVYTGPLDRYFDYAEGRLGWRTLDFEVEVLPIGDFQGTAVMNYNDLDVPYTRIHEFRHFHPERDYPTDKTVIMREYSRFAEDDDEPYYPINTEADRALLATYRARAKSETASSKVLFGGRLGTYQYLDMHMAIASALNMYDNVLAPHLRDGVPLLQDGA
MazEF act – activators of E. coli MazEF toxin-antitoxin RNase, primary screen, biochemical, fluorescence, uHTS. Endoribonuclease toxin MazF (Escherichia coli (strain K12)), P0AE70. FAM/BHQ RNA-DNA oligo cleavage fluorescence, 5 h. activation, % at 20 µM. AID 504720, 2011. 350,000 tested, 0.32% active; in the data active means activation above about 50%
Target sequence (P0AE70 whole entry, looked up): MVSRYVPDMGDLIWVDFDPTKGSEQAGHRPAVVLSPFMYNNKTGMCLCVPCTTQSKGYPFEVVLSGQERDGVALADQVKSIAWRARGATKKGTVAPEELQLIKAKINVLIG
CCHF vOTU inh – CCHFV vOTU protease inhibitors, primary screen, biochemical, Pep-AMC substrate, fluorescence. Crimean-Congo hemorrhagic fever virus L polyprotein viral ovarian tumor (vOTU) protease …. inhibition, % at 11.5 µM. 370,000 tested, 0.55% active. AID 651958, 2012; further: 0% = vehicle wells with enzyme and 100% = no enzyme wells
DUSP3 inh – VHR1 phosphatase inhibitors, primary screen, biochemical, absorbance, uHTS. 290,000 tested, 0.52% active. Dual specificity protein phosphatase 3 (Homo sapiens), P51452. inhibition, % at 13.3 µM. recombinant VHR phosphatase, pNPP absorbance; in the data active means inhibition above about 50%; further: some compounds called inactive have numbers as strong as hits
Target sequence (P51452 whole entry, looked up): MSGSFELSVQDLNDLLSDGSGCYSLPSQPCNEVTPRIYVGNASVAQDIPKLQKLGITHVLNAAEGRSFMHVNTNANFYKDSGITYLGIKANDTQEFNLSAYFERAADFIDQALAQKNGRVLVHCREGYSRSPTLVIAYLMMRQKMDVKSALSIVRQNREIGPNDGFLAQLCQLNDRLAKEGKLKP
Rv3671c protease – Rv3671c serine protease inhibitors, primary screen, biochemical, fluorescence polarization, M. tuberculosis H37Rv; inhibition, % at 5.96 µM; P9WHR9; 320,000 tested, 0.048% active; AID 2606, 2010; in the data active means inhibition above about 38%;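 further: extracellular domain of Rv3671c used as enzyme; 0% = enzyme with DMSO and 100% = no enzyme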
GDH-TPI counter – GDH-TPI coupling enzyme inhibitors, primary screen, artefact control for M. tuberculosis FBA inhibitor project, biochemical, absorbance, full deck | inhibition, % at 4.8 µM | GDH-TPI coupled enzyme counterscreen, NADH absorbance | AID 588335, 2011 | 360,000 tested, 1.2% active;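 further: 0% = DMSO wells and 100% = wells lacking the enzyme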
BoNT-F LC inh – BoNT/F light chain protease inhibitors, primary screen, biochemical, flow cytometry, MLPCN library | Botulinum neurotoxin type F light chain protease (Clostridium botulinum) | Multiplex microsphere protease cleavage assay | inhibition, % at 10 µM | 360,000 tested, 0.22% active | AID 588497, 2011; in the data active means inhibition above about 35%, passing the limit was not always enough; inconclusive means no clear call, values can overlap the other calls; further: plate controls were buffer without enzyme for full effect and enzyme alone for no effect
FBA Mtb inh – Mtb FBA enzyme inhibitors, primary screen, biochemical, fluorescence, strain H37Rv; Fructose-bisphosphate aldolase (Mycobacterium tuberculosis (strain ATCC 25618 / H37Rv)), …; AID 588726, 2011; 360,000 tested, 2.3% active; purified M. tuberculosis FBA, fluorescence read-out; inhibition, % at 1 µM; in the data active means inhibition above about 27%;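 further: 0% = vehicle and 100% = reference inhibitor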
Target sequence (P9WQA3 whole entry, looked up): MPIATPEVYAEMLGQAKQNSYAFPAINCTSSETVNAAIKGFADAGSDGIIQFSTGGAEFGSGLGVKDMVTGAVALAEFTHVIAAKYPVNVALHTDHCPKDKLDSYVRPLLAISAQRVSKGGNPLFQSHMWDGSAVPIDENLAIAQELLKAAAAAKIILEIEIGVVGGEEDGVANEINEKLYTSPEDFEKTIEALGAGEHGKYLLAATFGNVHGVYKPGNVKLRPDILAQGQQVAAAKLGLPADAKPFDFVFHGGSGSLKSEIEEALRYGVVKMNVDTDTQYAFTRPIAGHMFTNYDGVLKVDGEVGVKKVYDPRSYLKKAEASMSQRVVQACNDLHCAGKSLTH
Mtb BioA inh – M. tuberculosis BioA enzyme inhibitors, primary screen, biochemical, plate reader, single point, HTS. 7,8-diaminopelargonic acid synthase BioA (Mycobacterium tuberculosis). purified M. tuberculosis BioA enzyme. inhibition, % at 9.99 µM. 360,000 tested, 0.096% active. AID 602481, 2012; in the data active means inhibition above about 40%; inconclusive means no clear call, values can overlap the other calls
FadD28 binding – inhibitors of FadD28 bisubstrate probe binding, primary screen, biochemical, fluorescence polarization, single point. inhibition, % at 12.5 µM. 360,000 tested, 0.22% active; in the data active means inhibition above about 8.5%, passing the limit was not always enough; inconclusive means no clear call, values can overlap the other calls
An asterisk follows results filed as active; ? = inconclusive; . = no result given; & = joins results of further samples. Unless noted, no stated cut-off is given here; in the data, active means inhibition above about 30%; inactive means the rest.

SMILES | Mtb UGM inh | MazEF act | CCHF vOTU inh | DUSP3 inh | Rv3671c protease | GDH-TPI counter | BoNT-F LC inh | FBA Mtb inh | Mtb BioA inh | FadD28 binding
CC1(C)CC(=O)c2cnc3nc4ccccc4n3c2C1 | -0.5 | 11 | 18 | 13 | 4 | 2 | -4 | 7 | . | 0.0
C=CCn1c(SCC(=O)NCc2ccc3c(c2)OCO3)nnc1-c1cccnc1 | -0.2 | -17 | 2 | 12 | -4 | 1 | -9 | 0 | . | -2.6
CN1CCc2c(sc(/N=C/c3cccs3)c2C(N)=O)C1 | 0.0 | -36 | . | -22 | 6 | 26 | -32 | 24 | -7.5 | -0.9
O=C(COC(=O)/C=C/c1cn(-c2ccccc2)nc1-c1cccnc1)Nc1ccc(Cl)cc1Cl | -1.6 | -29 | 20 | -18 | -12 | -1 | 6 | 0 | -0.4 | -5.0
COc1ccc(CNC(=O)Cn2nc(C)n3cccc3c2=O)cc1 | -1.3 | 5 | -11 | 3 | -10 | 4 | 5 | -1 | 0.1 | -3.0
CC1=C(C(N)=O)C(c2cccs2)n2nc(-c3cccc(C)c3)nc2N1 (stereo not given) | -0.5 | 2 | -5 | . | 43* | 10 | -1 | 4 | 1.4 | -0.5
COC(=O)c1ccc(NC(=S)NCc2ccco2)cc1 | -1.7 | -5 | 3 | 5 | -4 | 14 | 8 | 0 | 1.6 | -1.1
O=C(NC1CCCc2ccccc21)c1cc(F)cc(F)c1 (stereo not given) | 0.2 | 9 | 1 | 36 | -3 | -2 | 6 | 1 | -0.6 | -0.9
Nc1ncc(Br)cc1N=Cc1ccccc1 | 2.4 | -43 | -10 | 17 | 3 | 18 | -6 | -2 | -1.1 | -2.1
CC1(C)Cc2cccc(Oc3cc(NN4CCCCC4)c([N+](=O)[O-])cc3[N+](=O)[O-])c2O1 | 0.4 | -4 | 1 | -14 | -1 | 8 | -4 | 5 | -1.2 | -0.7
CCCN(C)C[C@@H]1OCCCC[C@@H](C)Oc2ccc(NC(=O)c3ccccc3)cc2C(=O)N([C@H](C)CO)C[C@@H]1C | . | . | 24 | . | . | . | 1 | 1 | -1.7&-1.1&-1.2 | -1.6
CC(Sc1nc2scc(-c3ccccc3)c2c(=O)[nH]1)C(=O)NC(N)=O (stereo not given) | 0.8 | 0 | 0 | 19 | 0 | 9 | 2 | -1 | -0.3 | -0.7
Cc1ccc(NC(=O)COc2ccc(-c3nnco3)cc2)cc1S(=O)(=O)N1CCOCC1 | -0.8 | 3 | 1 | 26 | -9 | -12 | -8 | 7 | . | -0.5
CC/C(O)=C1\C(=O)CC(C)(C)CC1=Nc1ccccc1C | -2.4 | 2 | -4 | 0 | -5 | 4 | 0 | 1 | . | -0.6
CC(C)CC(NC(=O)c1ccc(Cl)cc1)C(=O)OCC(=O)c1ccc2c(c1)NC(=O)CO2 (stereo not given) | 0.7 | -6 | 6 | -6 | -10 | -1 | 0 | 4 | -3.3 | -2.6

A second format for part of the listing above:
The line under a structure holds: Mtb UGM inh | MazEF act | CCHF vOTU inh | DUSP3 inh | Rv3671c protease | GDH-TPI counter | BoNT-F LC inh | FBA Mtb inh | Mtb BioA inh | FadD28 binding
- Cc1ccc(NC(=O)COc2ccc(-c3nnco3)cc2)cc1S(=O)(=O)N1CCOCC1
→ -0.8 | 3 | 1 | 26 | -9 | -12 | -8 | 7 | . | -0.5
- CC/C(O)=C1\C(=O)CC(C)(C)CC1=Nc1ccccc1C
→ -2.4 | 2 | -4 | 0 | -5 | 4 | 0 | 1 | . | -0.6

(listing goes on)
SMILES | Mtb UGM inh | MazEF act | CCHF vOTU inh | DUSP3 inh | Rv3671c protease | GDH-TPI counter | BoNT-F LC inh | FBA Mtb inh | Mtb BioA inh | FadD28 binding
COc1ccc(F)cc1C1=CC(=O)C[C@H](c2ccc3c(c2)OCO3)C1 | -0.4 | 4 | 8 | . | -10 | -9 | -1 | 1 | -1.1 | 0.6
Cc1nc(Oc2ccccc2)c2ccsc2n1 | 0.7 | 2 | 5 | 16 | 9 | 10 | -6 | 1 | 0.0 | -1.0
O=C(C[C@H]1C[C@H](C(=O)N2CCOCC2)[C@@]2(CCC3CCCC3)c3[nH]c4cc(-c5ccco5)ccc4c3CCN2C1=O)NCc1cccc(C(F)(F)F)c1 | . | -1 | -4 | . | . | 14 | 0 | 8 | -1.9 | -3.5
CCOC(=O)C(C)Sc1ncnc2nc[nH]c12 (stereo not given) | 0.1 | 0 | -9 | 13 | -2 | 2 | -3 | -1 | -0.7 | -1.8
O=C(C[C@H]1C/C=C\C[C@H](Cc2ccc(F)cc2)C(=O)O[C@@H](c2ccccc2)CNC1=O)N[C@H](CO)Cc1ccccc1 | -2.0 | 0 | 1 | . | -1 | 7 | -1 | 3 | -0.2 | -2.0
Cc1cc(C)nc(NC(=O)Cc2ccc([N+](=O)[O-])cc2)c1 | -1.8 | 5 | -1 | -7 | 0 | 11 | 1 | -1 | . | -0.8
C(=N/Nc1nc(-c2ccccc2)cc(-c2ccccc2)n1)/c1cccnc1 | -2.4 | -18 | 14 | 33 | -18 | 12 | -8 | 1 | -1.9 | -11
CCCCCCNC(=O)c1ncn[nH]1 | 3.7 | -6 | -5 | -18 | -2 | 5 | ? | 4 | -3.1 | -1.5
CCCc1nc2nc(C)c(NS(=O)(=O)c3ccc(CC(C)C)cc3)c(=O)n2[nH]1 | 1.9 | 3 | 22 | 5 | -4 | 17 | 4 | 0 | -0.1 | -0.8
COc1cc(O)c2c(c1)/C=C/C[C@H](O)[C@H](O)C(=O)CCC[C@H](C)OC2=O | . | . | 18 | . | . | . | 2 | 3 | -0.8 | -6.5
[N-]=[N+]=CC(=O)C(Cc1ccccc1)N1C(=O)c2ccccc2C1=O (stereo not given) | 5.0 | -1 | 10 | 6 | -6 | 6 | 5 | 4 | 20 | 0.0
CCOc1cc(C(=O)Nc2nnc(S(=O)(=O)N3CCOCC3)s2)cc(OCC)c1OCC | 1.6 | 1 | 10 | 1 | 0 | -7 | -3 | 4 | 1.6 | -19
Cc1cccc(OCC(=O)N2CCN(C(=O)COc3ccc(Cl)cc3)CC2)c1 | 1.7 | 4 | 3 | 13 | 0 | 0 | -3 | 0 | 8.5 | -3.0
O=C(NCC1CCCN1S(=O)(=O)c1ccccc1)c1cccc(Cl)c1 (stereo not given) | -0.2 | -14 | 22 | . | -2 | 2 | 16 | 1 | -1.1 | -4.7
C/C(=N\OCC(=O)Nc1ccc(OC(F)(F)F)cc1)c1ccc2c(c1)OCCO2 | -0.8 | 6 | 28 | 1 | -31 | 6 | 16 | 3 | . | -3.7
COc1ccc(CCNC(=O)Oc2ccccc2)cc1OC | 1.9 | 2 | -7 | 2 | 7 | 5 | -2 | 8 | -4.8 | .
COc1cc(NC(=O)C2CCCN(S(=O)(=O)c3ccc4c(c3)oc(=O)n4C)C2)cc(OC)c1 (stereo not given) | 0.5 | 7 | 18 | 4 | -7 | 3 | 3 | -2 | 1.1 | -2.6
O=C(/C=C/c1cccs1)N1CCN(c2ccccc2)CC1 | -0.1 | 4 | 9 | 17 | 7 | 2 | 2 | -1 | . | -1.4
CCOc1cccc(-n2nnnc2-c2ccc(OC)cc2)c1 | 4.2 | 2 | 14 | -9 | 0 | 7 | ? | -5 | 1.8 | -5.2
CC1=C(C(=O)OC(C)C)C(c2ccsc2)NC(=O)N1C (stereo not given) | -1.6 | 1 | -10 | -5 | -7 | 1 | 4 | 0 | -0.2 | 0.1
CCOc1ccccc1NS(=O)(=O)c1ccc(-n2cccn2)cc1 | 3.6 | 1 | -2 | -2 | 1 | 4 | 4 | 1 | -1.2 | -1.5
COc1ccc(NC(=O)Nc2c(C)n(C)n(-c3ccccc3)c2=O)cc1OC | -3.7 | -1 | 10 | 32 | 6 | -12 | 12 | 2 | 0.3 | -1.7
O=C(Nc1ccc(Cl)cc1)OCCn1nnnc1C(c1ccccc1)N1CCOCC1 (stereo not given) | 2.3 | 2 | -3 | -6 | -10 | 1 | -1 | -1 | 2.6 | -4.0
CC1CCN(S(=O)(=O)N2CCC(C(=O)NC(C)c3ccccc3)CC2)CC1 (stereo not given) | . | 8 | -12 | . | . | -5 | -2 | -1 | -0.1 | -1.2
O=C(Cc1ccc(Cl)c(Cl)c1)NC1CCCCCC1 | -2.9 | 18 | 12 | 25 | -11 | -3 | -7 | 2 | . | .
COc1ccc(CCNS(=O)(=O)c2ccc(OC)c(OC)c2)cc1OC | 2.6 | -1 | -7 | 23 | -2 | 6 | ? | 1 | 0.4 | 0.1
COC(=O)C(=C/C=C/c1ccco1)C(=O)OC | -0.7 | -6 | -7 | 21 | 1 | 28 | ? | 0 | -2.4 | -0.8
Nc1nc(CN2CCN(c3ccccc3F)CC2)nc(Nc2ccccc2)n1 | -0.8 | -12 | 7 | 25 | 2 | 23 | -6 | -1 | -4.9 | -2.8
CN(Cc1nccn1C)C(=O)CC1C(=O)NCCN1Cc1ccc(F)cc1Cl (stereo not given) | 2.0 | 1 | -10 | 19 | 1 | 3 | -6 | 3 | -1.9 | -0.3
COC(=O)[C@]1(C)N[C@H](CN(C)S(=O)(=O)c2ccc(C(F)(F)F)cc2)[C@@H]2C(=O)N(C)C(=O)[C@@H]21 | . | -2 | 1 | . | -4 | 3 | 6 | 9 | -1.7 | 1.3
COc1ccc(C(=O)c2cnc3cc4c(cc3c2C)OCO4)cc1 | -2.3 | -1 | 16 | 12 | 4 | 11 | -6 | -1 | 5.7 | -3.8
CCOC(=O)Cc1ccc(NC(=O)c2cccc([N+](=O)[O-])c2)cc1 | 0.8 | 0 | 9 | 8 | -10 | -3 | -2 | -1 | 1.2 | -3.8
COC(=O)C(NC(C)=O)(Nc1ccc(C)cn1)C(F)(F)F (stereo not given) | -0.1 | 5 | 18 | 36 | 3 | 9 | . | 3 | -1.0 | -0.7
CCN(CC)CC#CCC(OC)(c1ccccc1)c1ccccc1 | 4.1 | 7 | -5 | 12 | 0 | 2 | -1 | 1 | . | 0.7
CC1(C)CC2CC(C)(CN2S(=O)(=O)c2ccc(N)cc2)C1 (stereo not given) | 0.3 | 1 | 0 | 4 | 1 | 1 | -4 | 1 | -1.6 | 0.1
CCOC(=O)[C@H]1[C@H]2COc3ccc(OC)cc3[C@H]2N2C(=O)CNC(=O)[C@@]12C | 1.5 | 3 | 3 | . | -3 | -5 | -1 | 1 | -3.9 | -0.4
CCOc1ccc(NC(=S)N(CCc2ccncc2)C(C)C)cc1 | -0.3 | 0 | 6 | -15 | 0 | 8 | -4 | -2 | -1.7 | 0.4
COC(=O)c1ccc(OCC(=O)c2ccccc2OC)cc1 | -1.1 | -8 | -1 | -17 | -2 | 5 | 5 | 0 | -0.8 | 0.8
COC(=O)c1ccc(N=NN2CCCCC2)cc1 | -2.1 | 1 | 7 | -5 | -4 | 16 | -4 | -2 | . | -1.8
CC1CN=C(NS(=O)(=O)c2ccccc2)N1 (stereo not given) | . | -4 | 0 | . | . | 9 | -8 | 3 | -1.1 | -1.7
O=C(C(NS(=O)(=O)c1cccc2nsnc12)c1ccccc1)N1CCN(c2ccccn2)CC1 (stereo not given) | 0.1 | 2 | -4 | 53* | 1 | 5 | 28 | 0 | -1.8 | -5.0
